Screening data: PubChem, Sanford-Burnham Center for Chemical Genomics
SENP8 block-1 – blocks human SENP8 cleavage of Nedd8 substrate. AID 602440. recombinant SENP8, Nedd8 substrate fluorescence. Q96LD8. inhibition, % at 20 µM. 360,000 tested, 0.64% active; in the data active = inhibition mostly above about 40%, no sharp cut-off; inactive = mostly below about 27%
Apaf1 inhib – human Apaf-1 inhibition; O14727; reconstituted apoptosome caspase-3 activity, DEVD-Rh110 fluorescence; inhibition, % at 20 µM; 330,000 tested, 0.71% active; active = inhibition of at least 40% at 20 µM;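 note: plate controls were DMSO wells for no effect and DEVD-CHO caspase inhibitor wells for full effect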
Target sequence (O14727 whole entry, looked up): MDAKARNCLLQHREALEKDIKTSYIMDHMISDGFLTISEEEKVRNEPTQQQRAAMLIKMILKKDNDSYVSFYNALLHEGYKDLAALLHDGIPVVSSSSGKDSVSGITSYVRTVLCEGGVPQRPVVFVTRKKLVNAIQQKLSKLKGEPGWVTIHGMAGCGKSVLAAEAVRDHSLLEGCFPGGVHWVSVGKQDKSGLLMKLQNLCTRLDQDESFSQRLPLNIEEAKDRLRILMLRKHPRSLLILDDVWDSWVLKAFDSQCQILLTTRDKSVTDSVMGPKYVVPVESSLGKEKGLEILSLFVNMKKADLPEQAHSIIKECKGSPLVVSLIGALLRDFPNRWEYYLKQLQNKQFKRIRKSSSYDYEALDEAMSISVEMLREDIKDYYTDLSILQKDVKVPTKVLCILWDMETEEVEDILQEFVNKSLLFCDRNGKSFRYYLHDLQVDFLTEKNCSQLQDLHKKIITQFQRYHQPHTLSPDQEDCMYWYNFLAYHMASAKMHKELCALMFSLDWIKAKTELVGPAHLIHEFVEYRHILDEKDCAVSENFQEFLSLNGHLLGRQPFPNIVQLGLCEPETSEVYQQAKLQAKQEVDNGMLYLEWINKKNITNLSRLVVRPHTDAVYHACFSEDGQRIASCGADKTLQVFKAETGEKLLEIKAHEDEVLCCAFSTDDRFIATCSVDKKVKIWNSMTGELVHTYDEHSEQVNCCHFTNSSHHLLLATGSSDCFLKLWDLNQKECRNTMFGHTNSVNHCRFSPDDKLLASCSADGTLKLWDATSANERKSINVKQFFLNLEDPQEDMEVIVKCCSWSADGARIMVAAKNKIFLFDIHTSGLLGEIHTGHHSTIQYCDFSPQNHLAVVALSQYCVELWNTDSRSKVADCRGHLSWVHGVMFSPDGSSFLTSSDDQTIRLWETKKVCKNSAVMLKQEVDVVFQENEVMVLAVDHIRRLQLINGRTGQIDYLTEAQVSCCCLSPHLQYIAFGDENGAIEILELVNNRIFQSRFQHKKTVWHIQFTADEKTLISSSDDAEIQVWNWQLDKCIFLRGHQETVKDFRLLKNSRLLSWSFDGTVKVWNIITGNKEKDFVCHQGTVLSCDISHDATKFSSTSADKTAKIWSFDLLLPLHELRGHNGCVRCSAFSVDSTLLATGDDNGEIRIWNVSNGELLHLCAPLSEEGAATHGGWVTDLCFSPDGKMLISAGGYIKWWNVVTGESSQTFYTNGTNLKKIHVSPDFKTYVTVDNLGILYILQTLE
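System – cell-free apoptosome with Apaf-1, procaspase-3 and caspase-9 · Buffer or medium – pH 7.5 Hepes buffer with CHAPS, BSA, DTT · Also added – cytochrome c with DEVD-Rh110 · Times – 30 min compound preincubation, 50 min activation, room temperature · Technique – Rh110 fluorescence intensity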
SENP8 block-2 – inhibitors of human SENP8 protease; 330,000 tested, 1.2% active; AID 2540; inhibition, % at 10 µM; purified SENP8, Z-RLRGG-aminoluciferin cleavage, luminescence; Q96LD8; in the data active = inhibition above about 50%
SENP1 inh – inhibitors of human SENP1 SUMO protease catalytic domain | inhibition, % at 10 µM | Q9P0U3 | recombinant SENP1 catalytic domain, CyPet-SUMO1-YPet FRET cleavage | 360,000 tested, 0.21% active;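 active = inhibition at least 30% at 10 µM, raw YFP signal under a set limit, fluorescence ratio 0.5 to 1.5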;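 note: 0% = enzyme with DMSO and 100% = no enzyme wells; some results filed as inactive read as strong as hits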
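System: Recombinant human SENP1 catalytic domain, His6-tagged | Incubation: Enzyme reaction for 50 min at room temperature, dark | Medium: Tris pH 8 with BME, BSA, NP40 and catalase | Also added: 25 nM SUMO1 FRET substrate | Compound: 10 µM single point, 0.5% DMSO | Measured by: FRET fluorescence in CFP and YFP emission channels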
HKDC1 inh – HKDC1 (human) hexokinase inhibition; Q2TB90; recombinant HKDC1, G6PDH/diaphorase resazurin coupled fluorescence; inhibition, % at 20 µM; 340,000 tested, 0.16% active; AID 493160;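 active = inhibition above about 35% when tested at 20 µM, limit read from the data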;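 note: plate controls were DMSO wells with enzyme for no effect and DMSO wells lacking enzyme for full effect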
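Material – in-house recombinant HK5 (HKDC1) enzyme · Quantity – HKDC1 at 5 µg/mL · Buffer or medium – pH 8.0 Tris buffer with 10 mM MgCl2 · Reagent – glucose with 1 mM ATP · Dosing – single 20 µM dose · Times – reaction time 90 min, room temperature, protected from light · Technique – resorufin fluorescence at 613 nm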
SENP7 block – SENP7 protease inhibition; 330,000 tested, 1.5% active; recombinant SENP7, Z-RLRGG-aminoluciferin luminescence, 40 min; inhibition, % at 5 µM; AID 434973;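 active = inhibition above about 50% at the single test dose, limit read from the data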;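 note: plate controls were DMSO with enzyme for no effect and no enzyme buffer wells for full effect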
PfG6PD inh – PfG6PD (Plasmodium falciparum) enzyme inhibition | PfGluPho enzyme, NADPH resazurin-diaphorase fluorescence | inhibition, % at 20 µM | 350,000 tested, 0.78% active;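 active = inhibition reaching at least a set limit at 20 µM in the primary screen, cut at about 59% in these data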;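 note: 0% = DMSO wells with substrate and 100% = DMSO wells lacking glucose-6-phosphate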
SENP6 block – blocks the human protease SENP6; Q9GZR1; Recombinant SENP6 catalytic domain, aminoluciferin luminescence; inhibition, % at 10 µM; 330,000 tested, 1.8% active;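 active = inhibition above about 50% at the single tested dose, limit read from the data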;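 note: plate controls were DMSO wells with enzyme for no effect and DMSO wells lacking enzyme for full effect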
Starred values were filed as active, the others as inactive; · = not tested or not shown.

molecule,SENP8 block-1,Apaf1 inhib,SENP8 block-2,SENP1 inh,HKDC1 inh,SENP7 block,PfG6PD inh,SENP6 block
CNC(=S)N1N=C2c3ccccc3CCC2C1c1ccccc1Cl (stereo not drawn),3,10,6,-2,-2,2,9,-15
CC(NC(=O)c1ccc(C(C)(C)C)cc1)C(=O)O (stereo not drawn),12,-4,0,1,-6,0,-37,-19
CC(C)NCC(O)c1cc(O)cc(O)c1 (stereo not drawn),5,-1,-3,-1,-1,1,0,-8
O=C(COc1ccc2c(c1)OCO2)Nc1nncs1,9,9,29,2,0,27,5,47
Cc1cc(Br)c(OCC(=O)NN)c2c1CCC2,17,5,-5,0,-2,4,3,-14
N#CC1=C(N)OC2=C(C(=O)CCC2)C1C1CC=CCC1 (stereo not drawn),-2,-3,6,-5,13,3,8,-16
Cc1cc(SCc2cccc(Cl)c2)nc(=O)[nH]1,12,3,-8,-14,-3,14,-5,3
O=C(COc1ccccc1O)NC1CCCC1,6,-2,2,2,-7,-1,6,2
CCc1ccc(C(=O)NNC(=O)CC2OC(=O)c3ccccc32)cc1 (stereo not drawn),-15,7,-2,4,-5,0,5,-8
O=C(Nc1ccccn1)c1cccc(S(=O)(=O)N2CCOCC2)c1,0,-19,-4,-1,0,6,-7,-10
CCc1onc(C)c1C(=O)Nc1ccc(N2CCOCC2)cc1,7,-7,1,0,-7,2,9,-5
COc1ccc(-c2c(-c3ccc(OC)cc3O)nc(C)nc2C(F)(F)F)cc1,11,8,0,2,6,-12,-6,3
Cc1ccc(Nc2nc(C)cc(C)n2)c(Br)c1,10,2,-13,1,-5,-1,6,2
Clc1ccc(-c2cc3ccccc3nc2N2CCCC2)cc1,-400,14,-7,-18,-1,-10,-16,-18
O=C(Nc1ccc(OCc2ccccc2)cc1)c1cccc([N+](=O)[O-])c1,16,-5,-9,3,-6,56*,-4,-4
CN(C(=O)c1ccccc1OC1CCN(S(C)(=O)=O)CC1)C1CCOC1 (stereo not drawn),8,-4,-12,0,-11,-4,-4,-2

Profiles as entered above. Order of values: SENP8 block-1	Apaf1 inhib	SENP8 block-2	SENP1 inh	HKDC1 inh	SENP7 block	PfG6PD inh	SENP6 block
Profile of `O=C(Nc1ccccn1)c1cccc(S(=O)(=O)N2CCOCC2)c1` → 0	-19	-4	-1	0	6	-7	-10
Profile of `CN(C(=O)c1ccccc1OC1CCN(S(C)(=O)=O)CC1)C1CCOC1` (stereo not drawn) → 8	-4	-12	0	-11	-4	-4	-2
Profile of `O=C(Nc1ccc(OCc2ccccc2)cc1)c1cccc([N+](=O)[O-])c1` → 16	-5	-9	3	-6	56*	-4	-4
Profile of `COc1ccc(-c2c(-c3ccc(OC)cc3O)nc(C)nc2C(F)(F)F)cc1` → 11	8	0	2	6	-12	-6	3
Profile of `Cc1ccc(Nc2nc(C)cc(C)n2)c(Br)c1` → 10	2	-13	1	-5	-1	6	2

Among those listed so far, three contain a Cl atom:
molecule,SENP8 block-1,Apaf1 inhib,SENP8 block-2,SENP1 inh,HKDC1 inh,SENP7 block,PfG6PD inh,SENP6 block
CNC(=S)N1N=C2c3ccccc3CCC2C1c1ccccc1Cl (stereo not drawn),3,10,6,-2,-2,2,9,-15
Cc1cc(SCc2cccc(Cl)c2)nc(=O)[nH]1,12,3,-8,-14,-3,14,-5,3
Clc1ccc(-c2cc3ccccc3nc2N2CCCC2)cc1,-400,14,-7,-18,-1,-10,-16,-18

(continued)
molecule,SENP8 block-1,Apaf1 inhib,SENP8 block-2,SENP1 inh,HKDC1 inh,SENP7 block,PfG6PD inh,SENP6 block
CN(CCN(C)C(C)(C)C)C(=O)C(c1ccccc1)c1ccccc1,6,-2,-6,0,1,2,-15,-5
CCOCC(=O)Nc1ccc(S(=O)(=O)Nc2nccs2)cc1,0,-16,-3,-4,-2,5,-2,-3
CC(=O)N1CCN(C(=O)c2oc3ccccc3c2C)CC1,6,6,-3,1,-4,5,-3,-5
O=C(CCCc1nc2ccccc2s1)N1CCN(S(=O)(=O)c2cccs2)CC1,33,2,5,-3,-4,-2,9,-12
COc1cccc2cc(C(=O)n3ccc(C)n3)c(=O)oc12,9,-18,-7,3,1,-1,-3,-9
COc1cc(OC)cc(C(=O)NNC(=S)NC(=O)c2cccnc2)c1,15,2,-4,2,-5,3,-15,-16
CCn1c(SCc2cccc(C)c2)nnc1-c1ccc(C)cc1,10,9,-18,0,6,-5,13,-14
O=C(c1ccc(Cl)c([N+](=O)[O-])c1)N(Cc1ccccc1)C1CCS(=O)(=O)C1 (stereo not drawn),19,5,-2,1,-7,1,2,10
COc1ccc(Nc2cc(=O)n(-c3ccccc3)c3c2c(=O)n(C)c(=O)n3C)cc1,28,-15,-1,3,-8,-8,5,-7
O=c1[nH]c2ccc(S(=O)(=O)N3CCN(c4ccccc4F)CC3)cc2s1,25,13,1,0,0,28,-57,16
Cc1nn(C)cc1C(N)=O,22,1,-4,1,-5,4,-7,-18
O=C(CCN1C(=O)C2C3CCC(C3)C2C1=O)OCC(=O)c1ccc(Br)cc1 (stereo not drawn),5,14,-13,1,-5,-13,-3,-11
Cc1ccc(NC(=O)C2COc3ccccc3O2)cc1S(=O)(=O)N1CCOCC1 (stereo not drawn),11,1,1,-2,1,-2,1,-15
CSCCC(NC(=O)COc1ccccc1)C(=O)N(C)Cc1ccc(Cl)cc1Cl (stereo not drawn),6,14,4,0,-1,-1,16,3
O=C(CCc1ccccc1)NNC(=O)Nc1ccc(Cl)cc1,12,-4,-5,2,-4,-6,-10,3
C=CCNC(=S)Nc1cc(S(=O)(=O)N2CCOCC2)ccc1-n1cncn1,6,8,0,2,11,-1,-6,12
Cc1ccc(C2=NN(CC(=O)NCc3ccco3)C(=O)CC2)cc1,12,0,4,0,0,7,-13,-4
CCOc1ccccc1NC(=S)N1CCC(NC(=O)c2ccco2)CC1,13,3,-4,0,-8,-2,5,1
O=C(COC(=O)c1cccnc1Cl)NC1CCCCC1,6,-4,11,-2,-1,0,-4,-2
CCCCn1c(=N)n(CC(=O)c2ccc([N+](=O)[O-])cc2)c2ccccc21,·,13,2,·,·,-2,·,21
CC1CC(C)(C)NC(=S)N1CCC(=O)NCc1ccc(Cl)cc1 (stereo not drawn),12,-8,5,2,-2,-4,5,6
CCOc1ccc(-c2[nH]ncc2Oc2cccc(OC)c2)c(O)c1,4,12,-8,-1,-5,9,38,-3
Cc1cc(C)cc(OCC(=O)OCC(=O)c2cc(C)n(C3CC3)c2C)c1,14,25,-13,0,-1,-12,-8,-3
Fc1ccccc1CSc1nncn1NCc1cccs1,4,-4,-8,2,-5,-10,0,3

No new results follow: entries from further up.
molecule,SENP8 block-1,Apaf1 inhib,SENP8 block-2,SENP1 inh,HKDC1 inh,SENP7 block,PfG6PD inh,SENP6 block
CCOc1ccccc1NC(=S)N1CCC(NC(=O)c2ccco2)CC1,13,3,-4,0,-8,-2,5,1
O=C(COC(=O)c1cccnc1Cl)NC1CCCCC1,6,-4,11,-2,-1,0,-4,-2
CCCCn1c(=N)n(CC(=O)c2ccc([N+](=O)[O-])cc2)c2ccccc21,·,13,2,·,·,-2,·,21

Only HKDC1 inh and SENP6 block (three entries from above):
Molecule | HKDC1 inh | SENP6 block
Cc1ccc(C2=NN(CC(=O)NCc3ccco3)C(=O)CC2)cc1 | 0 | -4
CCOc1ccccc1NC(=S)N1CCC(NC(=O)c2ccco2)CC1 | -8 | 1
O=C(COC(=O)c1cccnc1Cl)NC1CCCCC1 | -1 | -2

(cont.)
molecule,SENP8 block-1,Apaf1 inhib,SENP8 block-2,SENP1 inh,HKDC1 inh,SENP7 block,PfG6PD inh,SENP6 block
CCCCC(CCC(=O)Nc1cc([N+](=O)[O-])ccc1O)C(=O)O (stereo not drawn),16,-227,-1,4,1,3,-4,1
COc1ccc(/C=N\NC(=O)c2ccc(F)cc2)cc1COc1ccccc1C(N)=O,-58,19,-8,-1,0,-9,-5,-2
O=C(Cn1nc(C(=O)O)c2ccccc2c1=O)NCCC1=CCCCC1,26,6,-1,1,-5,7,1,-9
Cc1ccc(OCC(=O)N2CC(C)CC(C)C2)c([N+](=O)[O-])n1 (stereo not drawn),12,7,-2,2,-3,9,-1,1
COc1ccc(-c2nc(C)sc2CC(=O)O)cc1OC,9,5,3,3,-8,2,9,-7
O=C(CN1CCN(S(=O)(=O)c2ccccc2)CC1)Nc1ccc(N2CCOCC2)cc1,24,-1,-3,1,-1,-3,10,4
CCCCNC(=S)NC(C)(C)CO,6,8,-3,-1,-12,5,10,2
Cc1cc(C)nc(NS(=O)(=O)c2ccc(NC(=O)c3ccccc3C)cc2)n1,-4,-1,-8,4,-4,1,-14,4
COc1ccc(-c2csc(NC(=O)CSCC(=O)Nc3cc(C)on3)n2)cc1OC,-21,7,-5,2,-6,-1,8,-12
O=C(NNC(=O)c1cccc2ccccc12)c1ccc2c(c1)OCO2,12,-6,-5,2,-2,5,-8,-1
CC1CCN(S(=O)(=O)c2cccc(C(=O)NC3CCCC3)c2)CC1,6,7,5,0,-3,1,8,-13
COc1ccc(COC(=O)C2CCN(S(=O)(=O)c3ccc(OC)c(OC)c3)CC2)cc1,-2,13,-15,-2,-2,-10,-12,-27
O=C(N/N=C/c1ccco1)c1cc(=O)[nH]c2ccccc12,8,8,-10,4,-6,-1,-7,-1
COc1ccc(C(=O)NC2CCN(C(=S)Nc3cccc(C)c3C)CC2)cc1,13,·,·,2,-1,·,-1,·
CC(C)(C)C(=O)/C=C/Nc1ccccc1O,-79,-20,-4,-4,11,-9,-12,0
CC(C)(C)C1CCC(=NNC(=S)Nc2cccnc2)CC1 (stereo not drawn),26,-3,2,2,-1,-2,2,2
COc1ccc(S(=O)(=O)N2CCC(C(=O)Nc3ccccc3N3CCCCC3)CC2)cc1OC,9,21,-3,-1,9,2,-4,-2
O=[N+]([O-])c1ccc2ncnc(Nc3ccc4c(c3)OCCO4)c2c1,28,-5,-7,0,-5,6,6,-23
O=C(CSc1nccn1-c1ccccc1)NCc1ccc(F)cc1,3,-10,-1,2,-9,2,1,-4
CCCNC(=O)CN1CCN(S(=O)(=O)c2ccc(Br)s2)CC1,2,1,-2,1,-4,-5,-6,-10
CSc1cc(SC)ncn1,14,·,·,-1,-3,·,0,·
CSCCCN1CCC(n2nccc2NC(=O)CCCc2ccccc2)CC1,7,11,9,-1,-3,-4,14,1
NC(=NCCc1ccccc1)NS(=O)(=O)c1ccc2ccccc2c1,10,18,-10,6,-8,-5,6,-20
Cc1ccc(S(=O)(=O)N/N=C\C=C\c2ccccc2)cc1,10,-9,5,4,14,7,-14,6
C=CCSc1nnc(NC(=O)CSc2nc3ccccc3o2)s1,30,0,-6,-1,1,3,-5,-10
